Assay outcomes deposited in PubChem by The Scripps Research Institute Molecular Screening Center.
OXTR agonist: human OXTR agonists, primary screen, fluorescence, CHO-OTR cells, Fluo-8 calcium. Oxytocin receptor (Homo sapiens), P30559. actives 0.32% (n = 320,000). activation, % at 3 µM. Fluo-8 calcium fluorescence; normalized: DMSO 0%, oxytocin 100%;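 active = activation above the mean of all tested compounds plus 3 SD, cutoff set per screening run, cut at about 20% in these data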;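 note: peak over basal fluorescence ratio from a 100 s FLIPR kinetic read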
Target sequence (P30559 whole entry, looked up): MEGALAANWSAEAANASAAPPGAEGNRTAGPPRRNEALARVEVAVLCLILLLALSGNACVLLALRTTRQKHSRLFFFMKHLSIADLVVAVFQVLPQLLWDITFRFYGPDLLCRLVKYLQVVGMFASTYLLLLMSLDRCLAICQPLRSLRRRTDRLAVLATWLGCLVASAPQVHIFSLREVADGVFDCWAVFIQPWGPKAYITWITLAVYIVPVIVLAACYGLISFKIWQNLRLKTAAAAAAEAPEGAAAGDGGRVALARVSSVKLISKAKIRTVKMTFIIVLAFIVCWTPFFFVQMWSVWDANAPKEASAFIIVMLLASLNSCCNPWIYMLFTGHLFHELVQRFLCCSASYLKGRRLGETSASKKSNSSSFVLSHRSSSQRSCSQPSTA
V1aR counter: agonists of human V1a receptor, primary screen, counter-screen for OXTR agonist project, fluorescence, CHO-V1R cells | Vasopressin V1a receptor (Homo sapiens), P37288 | activation, % at 3 µM | actives 0.25% (n = 320,000) | Fluo-8 calcium fluorescence, agonist mode; 0% DMSO, 100% 3 nM vasopressin | AID 2797, 2010;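 active = activation above the mean activation of all tested compounds plus 3 SD, per screening run, cut at about 20% in these data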;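 note: signal is peak over basal fluorescence ratio across a 100 second FLIPR read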
Target sequence (P37288 whole entry, looked up): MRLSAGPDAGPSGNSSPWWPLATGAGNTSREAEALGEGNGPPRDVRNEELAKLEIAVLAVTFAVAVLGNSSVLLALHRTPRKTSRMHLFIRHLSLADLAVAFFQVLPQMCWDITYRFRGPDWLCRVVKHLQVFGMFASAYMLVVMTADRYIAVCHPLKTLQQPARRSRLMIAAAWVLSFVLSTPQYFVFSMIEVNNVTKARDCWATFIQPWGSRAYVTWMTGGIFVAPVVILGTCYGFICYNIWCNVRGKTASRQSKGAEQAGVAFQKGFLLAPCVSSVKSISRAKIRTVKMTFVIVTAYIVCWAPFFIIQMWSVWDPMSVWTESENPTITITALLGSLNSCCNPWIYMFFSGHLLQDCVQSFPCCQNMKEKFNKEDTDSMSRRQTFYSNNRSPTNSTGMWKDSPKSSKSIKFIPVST
GalR3 antag: GalR3 antagonists in HEK293 cells, primary screen, cell-based, fluorescence readout | inhibition, % at 3 µM | AID 651719, 2012 | actives 0.44% (n = 360,000) | HEK293 GalR3-CNG cAMP membrane potential fluorescence; galR3 body fused to GalR1 C-terminus;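 active = inhibition above the screen-wide average plus 3 SD, cut at about 13% in these data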;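 note: forskolin and galanin both at EC90 stimulate the cells; cAMP rise reported by CNG channel membrane potential dye signal; 0% = forskolin plus galanin with DMSO and 100% = forskolin alone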
Numbers without * were called inactive. A portion of the library, so the mix of outcomes need not match the whole.

Preview:
SMILES	OXTR agonist	V1aR counter	GalR3 antag
COc1ccc(S(=O)(=O)N2CCCCCC2)cc1C(=O)N1CCCC(C(F)(F)F)C1 (centres undefined)	-1.3	-1.2	-2
Cc1noc(C)c1COc1ccccc1C(=O)N(C)CC(=O)Nc1ccc(Cl)c(Cl)c1	-0.1	2.5	2
O=C(NCCCN1CCOCC1)c1cc(S(=O)(=O)N2CCOCC2)ccc1Cl	2.3	0.7	-5
Cc1ccccc1NC(=O)NCc1cccnc1	-0.1	-0.9	0
CCCCn1c(N)c(N(CCOC)C(=O)c2cnc(C)cn2)c(=O)[nH]c1=O	0.2	0.8	-2

This part in full, from the start:
SMILES	OXTR agonist	V1aR counter	GalR3 antag
COc1ccc(S(=O)(=O)N2CCCCCC2)cc1C(=O)N1CCCC(C(F)(F)F)C1 (centres undefined)	-1.3	-1.2	-2
Cc1noc(C)c1COc1ccccc1C(=O)N(C)CC(=O)Nc1ccc(Cl)c(Cl)c1	-0.1	2.5	2
O=C(NCCCN1CCOCC1)c1cc(S(=O)(=O)N2CCOCC2)ccc1Cl	2.3	0.7	-5
Cc1ccccc1NC(=O)NCc1cccnc1	-0.1	-0.9	0
CCCCn1c(N)c(N(CCOC)C(=O)c2cnc(C)cn2)c(=O)[nH]c1=O	0.2	0.8	-2
Cc1ccc(S(=O)(=O)Nc2ncnc3sc(C)c(C)c23)cc1	2.0	2.1	-8
O=C(NCCCN1CCOCC1)c1cc(-c2ccc(Cl)s2)nc2ccccc12	2.9	3.2	-3
NC(N)=NC(N)=Nc1ccccc1	0.1	-0.4	-4
CCCCn1c(N)c(N(CC(C)C)C(=O)CCNC(=O)c2ccc(Br)cc2)c(=O)[nH]c1=O	-0.7	0.7	-2
Cc1c(S(=O)(=O)N(C)C2CCCCC2)c(=O)n(C)c(=O)n1C	0.5	0.4	-4

Entries of single compounds as entered above:
Cc1ccccc1NC(=O)NCc1cccnc1 as listed: OXTR agonist = -0.1; V1aR counter = -0.9; GalR3 antag = 0
CCCCn1c(N)c(N(CCOC)C(=O)c2cnc(C)cn2)c(=O)[nH]c1=O as listed: OXTR agonist = 0.2; V1aR counter = 0.8; GalR3 antag = -2
NC(N)=NC(N)=Nc1ccccc1 as listed: OXTR agonist = 0.1; V1aR counter = -0.4; GalR3 antag = -4

Following part
SMILES	OXTR agonist	V1aR counter	GalR3 antag
COc1ccc(C(=O)NCCS(=O)(=O)N2CCCCCC2)cc1	0.1	-0.8	-1
Cc1ccc(C(=O)NCCC2=CCCCC2)cc1S(=O)(=O)N1CCOCC1	-2.1	-0.9	-5
Cc1ccc(S(=O)(=O)NCc2ccccc2)cc1C(=O)N1CCN(c2ccccc2)CC1	6.5	5.7	-4
CC(=O)Nc1ccc(NC(=O)c2c(C)c(-c3ccccc3)nc3ccccc23)cc1	-1.3	1.0	-4
OCC1=C[C@@H](O)C2C=CO[C@@H](O[C@@H]3O[C@H](CO)[C@@H](O)[C@H](O)[C@H]3O)C12 (some centres undefined)	0.3	0.5	-3
Cc1ccc(N2C(=O)CCC2=O)c(C)c1	-0.4	0.1	-1
CCCCC[C@@H]1C=C(C(=O)O)[C@H](c2ccc(F)cc2)N1S(=O)(=O)c1ccc(C)cc1	0.2	0.8	-5
Cc1ccnc(NC(=O)CNC(=O)c2ccco2)c1	0.3	0.7	-3
O=S(=O)(NC1C2CC3CC(C2)CC1C3)c1ccccc1 (centres undefined)	-1.6	-0.7	-4
Cc1c(NC(=O)COC(=O)Cc2ccc(F)cc2)c(=O)n(-c2ccccc2)n1C	-0.9	0.2	-3
O=C1NC(Cc2ccc(O)cc2)c2nc3ccccc3c(=O)n2-c2ccccc21 (centres undefined)	2.3	2.8	6
O=C(O)c1ccc([N+](=O)[O-])c2c1C(=O)c1ccccc1C2=O	-0.3	-0.5	-2
N/C(=N\NS(=O)(=O)c1ccccc1Cl)c1ccccn1	0.6	1.7	-2
COc1ccc(C(C)(C)C)cc1NC(=O)CCc1c(C)noc1C	-1.4	-0.7	-2
CCSC(=Nc1ccccc1)N1CCOCC1	0.0	2.3	-5
COc1ccc(NC(=O)CN2C(=O)NC3(CC(C)CC(C)(C)C3)C2=O)cc1S(=O)(=O)N1CCCCC1 (centres undefined)	-0.6	-1.0	-3
CN(Cc1ccccc1)C(=O)Nc1ccc(Cl)cc1	-2.2	-1.9	-3
Cc1cc(NC(=O)CSCC(=O)OCC(=O)c2cccc(Br)c2)no1	0.0	-0.4	-3
O=C(Nc1ccc(Br)c(Br)c1)C1CCCO1 (centres undefined)	-2.6	-0.1	-5
Cc1ccc(NC(=O)CCN2C(=O)NC3(CCCC3)C2=O)c(C)c1	-1.6	-0.5	-8
Cc1cccc(OCc2nnc(SC(C)C(=O)Nc3ccc(N4CCOCC4)cc3)o2)c1 (centres undefined)	0.4	-0.4	-4
N#CCN=C(c1ccccc1)c1ccccc1	-0.7	0.1	-5
COCCN(C(=O)c1ccc(N2CCCC2=O)cc1)c1c(N)n(Cc2ccccc2)c(=O)[nH]c1=O	0.5	0.9	-6
Cc1ccc2c(c1)C(=O)C(=O)N2Cc1ccc(Cl)cc1	-2.1	0.5	2
Cc1cccc(C(=O)NCC(=O)NC2CCC(C)CC2)c1 (centres undefined)	-0.9	0.3	-4
CCOc1ccccc1N1CC(C(=O)Nc2cc(Cl)ccc2-n2cncn2)CC1=O (centres undefined)	-1.0	-1.5	1
Fc1ccc2cnc(CCO[C@H]3CCCCO3)cc2c1	1.6	-0.3	-6
CCc1cccc2c(C(=O)CN3C(=O)NC4(CCc5ccccc54)C3=O)c[nH]c12 (centres undefined)	2.2	2.2	-7
COc1ccc(CCNC(=O)c2cc([N+](=O)[O-])ccc2N2CCOCC2)cc1	-1.0	-0.6	-4
O=C(CCC(=O)N1CCOCC1)NCCc1ccc(F)cc1	0.2	0.9	-3
COc1ccccc1NS(=O)(=O)c1ccc(C)c(C(=O)N2CCN(c3ccc(O)cc3)CC2)c1	2.1	1.6	-3
CC1CC(C)CN(S(=O)(=O)c2ccc(NC(=O)CCN3C(=O)C4CC=CCC4C3=O)cc2)C1 (centres undefined)	-1.8	2.4	-7
CCc1ccc(C(=O)N2CCN(S(=O)(=O)c3sc(C(=O)O)c(C)c3C(=O)O)CC2)cc1	0.1	0.6	-3
CCN(CC(=O)Nc1c(F)cccc1F)C(=O)C1CCN(c2ncnc3sc(C)c(C)c23)CC1	-2.3	1.0	-5
C[C@@]12C(=O)N(CCc3c[nH]c4ccccc34)CC(=O)N1[C@H]1c3ccccc3OC[C@@H]1[C@@H]2c1ccccc1	1.6	-0.7	-5
NC(=O)c1ccc(-c2c(-c3ccccc3)sc3ccccc23)cc1	-0.4	-0.2	12
CCCn1nc(C(=O)NNC(=O)c2ccc(C)c(C)c2)c2ccccc2c1=O	-0.9	0.3	-5
CC(=O)c1cccc(NC(=O)C(C)OC(=O)CCN=C2NS(=O)(=O)c3ccccc32)c1 (centres undefined)	-1.4	0.2	-3
N#CC1(NC(=O)COC(=O)CNC(=O)c2sc3ccccc3c2Cl)CCCCC1	5.7	5.2	-5
COc1ccccc1NS(=O)(=O)c1ccc2oc(SCC(=O)N3CCNC3=O)nc2c1	8.3	11	-4
O=C(COC(=O)c1ccccc1SCC(=O)N1CCCC1)NCc1ccccc1	-1.0	-0.5	2
CCC(C)(C)C1CCc2[nH]nc(C(=O)NCc3ccc(OC)cc3)c2C1 (centres undefined)	-1.5	1.3	-6
COc1ccc(C(=O)NCCN2CCOCC2)cc1S(=O)(=O)Nc1ccc(C)cc1	3.0	1.5	-6
Cc1ccc(C(=O)C(C)OC(=O)c2ccc(Cl)nc2)cc1 (centres undefined)	-2.0	1.4	-7
CC(=O)Nc1ccc(S(=O)(=O)NCCC(=O)NNC(=O)c2ccccc2O)cc1	-0.2	-0.4	-4
O=[N+]([O-])CC(c1ccccc1)c1c[nH]c2ccccc12 (centres undefined)	-0.7	-1.0	0
O=C(CNC(=O)c1ccccc1Cl)NCCc1cccs1	0.6	0.5	-6
Cn1c(N)c(C(=O)COC(=O)/C=C/c2ccccc2Cl)c(=O)n(C)c1=O	4.8	2.8	0
CC1(C)CC2CC(C)(CN2C(=O)COC(=O)c2ccc(O)cc2O)C1 (centres undefined)	4.4	4.6	1
CC(C)c1ccc(NC(=O)COC(=O)C2CCCCC2)cc1	-1.8	-0.5	-2

New compounds follow:
SMILES	OXTR agonist	V1aR counter	GalR3 antag
C=CCN1C(=O)c2ccc(C(=O)OCC(=O)Nc3ccccc3OC)cc2C1=O	-1.1	-0.6	4
Cc1ccc(S(=O)(=O)N2CCC(C(=O)OCCOc3cccc(C)c3)CC2)cc1	-0.4	2.6	-4
CCC1(c2ccc(F)cc2)NC(=O)N(CC(=O)NC2CC2)C1=O (centres undefined)	0.0	0.1	-2
CCCNC(=O)C1CC(c2ccccc2C(F)(F)F)=NO1 (centres undefined)	0.8	0.9	-3
Cc1ccc(S(=O)(=O)CCC(=O)Nc2nnc(CC(C)C)s2)cc1	0.5	0.4	-4
O=C(NCC1CC1)c1ccc2c(c1)S(=O)(=O)c1cc(Cl)ccc1C2=O	-0.7	-1.0	-5
Clc1cc(/C=N\NC2=NCCN2)cc(Cl)n1	0.1	1.4	1
O=C(CSc1nc(=O)n2cc(Cl)ccc2n1)NCCc1ccccc1	0.4	1.3	-4
CCOc1ccc(CN(C)C(=O)c2ccc(NS(=O)(=O)c3ccc4[nH]c(=O)[nH]c4c3)cc2)cc1	-0.3	-0.2	-6
COC(=O)C1CCN(C(=O)c2ccc(Cl)c(S(=O)(=O)NCc3ccco3)c2)CC1	1.1	1.0	-2
CCOC(=O)C1=C(C)N(Cc2ccccc2)C(=O)NC1c1ccccc1OS(=O)(=O)c1ccccc1[N+](=O)[O-] (centres undefined)	-1.0	0.1	-6
O=C(COC(=O)CNC(=O)c1ccccc1F)Nc1ccc(Cl)cn1	0.6	0.2	-2
O=C(Nc1ccc(Nc2ccccc2)cc1)c1ccc(Cl)cc1Cl	-0.7	-0.1	-3
COc1ccc(S(=O)(=O)N2CCCCC2)cc1NC(=O)c1ccc(N2CCCC2=O)cc1	0.0	1.1	-2
CCC(=O)NC(c1ccco1)c1cc(Cl)c2ccccc2c1O (centres undefined)	-1.4	0.3	-5
O=C(c1ccccc1Cl)N1CCN(c2ncccn2)CC1	-0.1	0.0	-6
COc1ccccc1C(=O)NCC(=O)OCC(=O)Nc1ccc2[nH]c(=O)[nH]c2c1	-0.2	0.3	-4
CCCCn1c(N)c(N(CCC(C)C)C(=O)COC(=O)c2ccc([N+](=O)[O-])s2)c(=O)[nH]c1=O	-0.6	0.1	-3
O=C(C1=COCCO1)N(Cc1nnc(-c2ccccc2Cl)o1)C1CC1	1.4	1.5	0
COc1ccc(NC(=O)CSCC(=O)Nc2nnc(C3CC3)s2)cc1	0.5	-0.6	2
CCCN(CC(=O)Nc1ccccc1C)C(=O)c1ccc2ccccc2n1	0.2	0.6	0
O=C(Cc1n[nH]c(=O)c2ccccc12)OCC(=O)c1ccc(OC(F)F)cc1OC(F)F	4.0	3.0	0
CCOc1ccccc1Nc1nnc(SCC(=O)N(C)C2CCS(=O)(=O)C2)s1 (centres undefined)	0.6	1.5	-6
COc1cc2ccccc2cc1C(=O)OCc1nc2ccsc2c(=O)[nH]1	-0.9	0.6	-5
CC(C)c1ccc(NC(=O)CSc2nc(=O)n(CCCN3CCOCC3)c3c2CCCC3)cc1	-0.8	0.2	-3
CCn1c(SCC(=O)N2CCCC2=O)nnc1-c1cccs1	0.9	0.8	-7
Cc1ccc(Sc2ncccc2C(=O)NCC(c2ccc(F)cc2)N2CCOCC2)cc1C (centres undefined)	-1.3	-0.4	4
Cc1ccc(F)cc1NC(=O)CSCc1c(C)noc1C	0.1	0.4	-5
C#CCOCCOCCOCCNc1nc(N2CCN(C(=O)[C@H](CO)n3cc([C@@H](N)C(C)C)nn3)CC2)nc(N2CCN(C(=O)[C@H](CCC(=O)O)n3cc([C@@H](N)CCCCN)nn3)CC2)n1	0.8	0.4	-5
CCC(=O)OC1(C)C(=O)C=C2C=C(C3CC3)OC=C2C1=O (centres undefined)	0.6	1.3	2
O=C(Cc1ccc(NS(=O)(=O)c2cccc(C(F)(F)F)c2)cc1)NCCN1CCOCC1	0.6	-0.6	-4
COc1ccccc1NS(=O)(=O)c1cc(NC(=O)c2cccnc2)ccc1N1CCCCC1	4.3	1.3	-5
COc1ccccc1CCC(=O)OCC(=O)c1c(N)n(CC(C)C)c(=O)n(C)c1=O	11	12	-4
COc1ccc(C2=NN(C(=O)CSc3nnnn3C)C(c3ccco3)C2)cc1 (centres undefined)	0.4	-0.6	-2
Cc1ccc(CN(C)C(=O)COC(=O)CSc2cc(C)c3ccccc3n2)cc1	0.0	0.0	-7
C[C@H](CO)N1C[C@H](C)[C@@H](CN(C)Cc2ccncc2)Oc2c(NS(=O)(=O)c3ccc(Cl)cc3)cccc2C1=O	1.9	1.2	-7
c1ccc(-c2cncnc2)nc1	1.0	0.2	-2
CN(CC(=O)Nc1cccc(S(=O)(=O)N2CCCC2)c1)Cc1ccccc1	-0.6	0.1	-5
O=C(c1ccc2c(c1)OCCO2)N1CCN(c2ncc(C(F)(F)F)cc2Cl)CC1	3.0	2.9	5
